# TrxR1 substrate: is turned over as a substrate by rat TrxR1; Potency, µM (top dose mostly 114 µM), inactives show at the highest dose activity change, negative = substrate turnover; purified TrxR1 substrate turnover, NADPH consumption readout; 390,000 tested, 0.01% active; O89049; note: potency is the fitted concentration of half-maximal effect; % is set by controls: 0 for no effect and ±100 for the full control effect; nearly all actives have a fitted effect of over 50% in size
# Target sequence (O89049 whole entry, looked up): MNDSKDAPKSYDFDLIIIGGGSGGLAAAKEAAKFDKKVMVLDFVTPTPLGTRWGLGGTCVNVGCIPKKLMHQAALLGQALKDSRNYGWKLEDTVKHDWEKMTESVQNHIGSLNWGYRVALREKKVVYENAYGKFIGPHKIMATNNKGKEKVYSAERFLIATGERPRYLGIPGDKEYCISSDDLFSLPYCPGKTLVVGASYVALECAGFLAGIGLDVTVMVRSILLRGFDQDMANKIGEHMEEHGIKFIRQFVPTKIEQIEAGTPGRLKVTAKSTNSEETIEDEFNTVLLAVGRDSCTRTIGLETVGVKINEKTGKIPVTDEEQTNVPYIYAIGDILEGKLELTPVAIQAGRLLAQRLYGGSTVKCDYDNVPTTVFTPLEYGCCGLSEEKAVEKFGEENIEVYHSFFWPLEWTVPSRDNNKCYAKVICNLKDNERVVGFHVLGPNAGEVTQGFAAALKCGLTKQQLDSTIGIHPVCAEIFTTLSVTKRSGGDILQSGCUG
#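 Rat TrxR1, dispensed at 90 nM, was prereduced with 400 uM NADPH (final) for 5 min at ~22 deg C, then incubated with compound 15 min before 400 uM selenite. A first-read NADPH fluorescence drop versus no-compound background flagged substrates.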
# Pin1 inhibitor: human Pin1 inhibition. Pin1 FP peptide displacement, HiFluor488, 10 min. Potency, µM (doses to about 115 µM), for inactives: top-dose activity, negative = inhibition, actives largely listed as inhibitors. 390,000 tested, 0.009% active. AID 504891; active = well fitted inhibition curve with a large enough effect in the polarisation, with a control signal flat, not every such curve was filed as active; inconclusive = small, poorly fitted or top-dose-only effect, or effect the other way, or a change in a side signal; inactive = no such curve, though single readings can be large or run the other way; the % refers to the polarisation; note: potency is the fitted concentration of half-maximal effect; % is set by controls: 0 for no effect and ±100 for the full control effect
# Target sequence (Q13526 whole entry, looked up): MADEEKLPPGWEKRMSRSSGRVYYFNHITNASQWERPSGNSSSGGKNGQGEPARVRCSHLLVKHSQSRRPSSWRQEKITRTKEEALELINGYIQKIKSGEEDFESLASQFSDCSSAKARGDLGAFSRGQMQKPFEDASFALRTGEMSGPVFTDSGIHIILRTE
# TrxR1 inh: blocks rat thioredoxin reductase 1; O89049; recombinant rTrxR1, NADPH fluorescence consumption, selenite substrate; Potency, µM (series often up to 114 µM), for inactives: top-dose activity change, negative = inhibition, most hits filed as inhibitors; 390,000 tested, 1% active; note: potency is the fitted concentration of half-maximal effect; % is set by controls: 0 for no effect and ±100 for the full control effect; nearly all actives have a fitted effect of over 65% in size
#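 Rat TrxR1 (90 nM in the dispensed reagent) was pre-reduced with 400 uM NADPH for 5 min at room temperature, then incubated with compound for 15 min. After 400 uM selenite was added, NADPH fluorescence (Ex 340/Em 450 nm) was followed for 8 min.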
# GLS inhibitor: inhibitors of human glutaminase (GLS) | GLS enzymatic activity, qHTS titration | Potency, µM (doses to about 45.5 µM), for inactives: top-dose activity change, negative = inhibition, actives largely listed as inhibitors | 410,000 tested, 0.21% active; note: potency is the fitted concentration of half-maximal effect; % is set by controls: 0 for no effect and ±100 for the full control effect
#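 Enzyme dispensed in phosphate buffer (45 mM, pH 8.2, 0.02% Tween-20), compounds pinned in, then 1 mM L-glutamine solution and the glutamate oxidase–HRP–Amplex Red mix added; fluorescence read immediately and again after 30 min at room temperature.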
# PGK inhibitor: T. brucei PGK inhibition; P07378; PGK/GAPDH coupled, Kinase-Glo luminescence, 60 min; Potency, µM (highest dose often 57.5 µM), inactives show at the top dose activity change, negative = inhibition, most hits filed as inhibitors; 380,000 tested, 0.043% active; AID 602233; note: potency is the fitted concentration of half-maximal effect; % is set by controls: 0 for no effect and ±100 for the full control effect; nearly all actives have a fitted effect of over 60% in size
#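 Recombinant glycosomal PGK reaction used 1,3-bisphosphoglycerate generated in-well by GAPDH (100nM final) in 100mM TEA pH 7.6, 5mM MgCl2, 0.01% Tween-20. After 60 minutes at room temperature, ATP was read by Kinase-Glo Plus luminescence end-point.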
# PI4K2A inh: inhibitors of human PI4K2A. Q9BTU6. purified PI4K2A, ADP-Glo luminescence, 1 h; hits give low values. activity change, negative = inhibition, % at 76.9 µM. 420,000 tested, 0.13% active. AID 1346378; in the data active = activity change below about -50%; inconclusive = mostly about -30% to -49%;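 note: -100% = wells without enzyme as full effect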
#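 ADP-Glo luminescence measured ADP generated by PI4K2A enzyme (4 ug/mL before mixing) with 1.2 mM PI substrate (pre-mix) and 300 microM ATP (pre-mix). Tris pH7.5 buffer with MgCl2, Triton X-100; 1 h reaction at ambient temperature.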
# HP1b binding inh: inhibitors of HP1-beta chromodomain binding to methylated histone tails; P83916; AlphaScreen HP1-beta / biotin-H3K9me3 peptide binding; Potency, µM (series often up to 114 µM), inactives show at the top dose activity change, negative = inhibition, hits mostly inhibitors; 390,000 tested, 0.56% active; note: potency is the fitted concentration of half-maximal effect; nearly all actives have a fitted effect of over 70% in size; inactives centre near 23
#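 HP1-beta protein (50 nM final) preincubated 30 min at room temperature with biotinylated H3(1-18)K9me3 peptide (50 nM) in PBS pH 7.4, 0.01% Tween-20, then compound added for 30 min. AlphaScreen streptavidin donor/nickel chelate acceptor beads (10 ug/mL final), 30 min dark, luminescence read.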
# IDH1 R132H inh: inhibitors of human mutant IDH1 R132H. O75874. IDH1-R132H enzyme, NADPH consumption, diaphorase/resazurin fluorescence. Potency, µM (titrated, usually from 76.6 µM), for the others: top-dose activity change, negative = inhibition, usual class: inhibitors. 390,000 tested, 0.093% active; note: potency is the fitted concentration of half-maximal effect; % is set by controls: 0 for no effect and ±100 for the full control effect; nearly all actives have a fitted effect of over 65% in size
# Target sequence (O75874 whole entry R132H, stated change not applied): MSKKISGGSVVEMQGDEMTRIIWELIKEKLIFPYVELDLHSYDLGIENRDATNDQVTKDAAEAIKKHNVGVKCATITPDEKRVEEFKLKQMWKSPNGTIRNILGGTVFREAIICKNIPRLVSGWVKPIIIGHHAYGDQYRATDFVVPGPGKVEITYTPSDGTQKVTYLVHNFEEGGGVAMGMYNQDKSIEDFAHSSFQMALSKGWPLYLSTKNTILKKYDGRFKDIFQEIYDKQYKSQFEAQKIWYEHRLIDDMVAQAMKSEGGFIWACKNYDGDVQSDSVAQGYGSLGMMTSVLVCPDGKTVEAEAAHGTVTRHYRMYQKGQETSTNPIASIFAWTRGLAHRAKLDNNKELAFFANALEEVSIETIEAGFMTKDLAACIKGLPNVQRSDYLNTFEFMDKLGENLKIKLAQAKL
#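 IDH1-R132H (0.5 ug/mL) preincubated 30 min with compound, then NADPH (0.016 mM) and alpha-KG (2 mM) added; 80 min at RT, pH 7.5. Remaining NADPH coupled via diaphorase/resazurin to fluorescence (540/590 nm); concentration-response curves normalized to no-enzyme control.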
# USP1 inh: inhibitors of human USP1/UAF1 deubiquitinase. O94782. recombinant USP1/UAF1, Ub-Rhodamine cleavage fluorescence. Potency, µM (highest dose often 57.1 µM), for the others: at the top dose activity change, negative = inhibition, hits mostly inhibitors. 390,000 tested, 0.23% active. AID 743255; note: potency is the fitted concentration of half-maximal effect; % is set by controls: 0 for no effect and ±100 for the full control effect; nearly all actives have a fitted effect of over 60% in size; inactives centre near -12
#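 USP1/UAF1 complex at 1 nM was preincubated with compound for 15 min at room temperature, then Ub-Rho substrate (150nM final) was added. Fluorescence (480/540 nm) was read kinetically, 6 reads every 60 seconds.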
# An asterisk follows results filed as active; i = inactive; ? = inconclusive; nt = no result given; [ ] = another dose, or the depositor's remark. Unless noted, calls come from the whole dose curve; as a rule, active = well fitted curve in the direction sought with a large enough effect; inconclusive = small, poorly fitted or top-dose-only effect, or another doubt; inactive = no such curve, though single readings can be large; an effect the other way counts as inactive or inconclusive. An excerpt; rates above refer to the full screens.
SMILES,TrxR1 substrate,Pin1 inhibitor,TrxR1 inh,GLS inhibitor,PGK inhibitor,PI4K2A inh,HP1b binding inh,IDH1 R132H inh,USP1 inh
CCOC(=O)C1=C(C)N(C[C@@H]2CC[C@@H](Cc3ccc(-c4ccccc4)cc3)O2)C(=O)NC1c1ccc(SCc2ccco2)c([N+](=O)[O-])c1 (some centres undefined),1%,?,?,1%,-9%,-17,-8%,8%,-18%
CN(Cc1ccccc1)C(=O)Nc1ccc(Cl)cc1,2%,-1%,35%,-4%,0%,5,30%,9%,-14%
Nc1nonc1C(=O)NCCNC(=O)c1ccc(Cl)cc1,2%,1%,13%,4%,3%,6,15%,-6%,?
COC(=O)c1[nH]c2c(c1C)C(=O)CC(c1cccc(OC)c1)C2 (centres undefined),9%,14%,28%[57.1 µM],6%,i,2,-14%,5%,-3%
CC(=O)C1C(c2ccc([N+](=O)[O-])cc2)c2c(noc2C)CC1(C)O (centres undefined),6%[57.1 µM],-3%,12%[57.1 µM],2%,-3%,1,18%,8%,-7%
COc1ccc(NC(=O)NCCc2ccc(Cl)cc2)cc1OC,4%,0%,16%,14%,1%,0,53%[activator],4%,-8%
CC1(C)Oc2ccc(C(=O)N3CCCC3)cc2N(CC(=O)NCc2ccccc2)C1=O,6%,1%,10%,-1%,1%,-1,17%,3%,-1%
CCCOc1ccc(CNC(=O)CCCN2C(=O)CSc3c2c(C)nn3-c2ccccc2)cc1,3%[57.1 µM],9%,25%[57.1 µM],-13%,-7%,0,?,11%,?
CC(NS(=O)(=O)c1ccc(Br)cc1)C(c1cccs1)N1CCN(C)CC1 (centres undefined),26%[57.1 µM],0%,21%[57.1 µM],1%,-5%,7,11%,14%,-18%
O=C(Oc1ccccc1[N+](=O)[O-])c1cccnc1,-4%,-4%,14µM*,13%,1%,1,53%[activator],-1%,2%
Cc1cccc(OCC(=O)N(C)CCc2ccccn2)c1,-8%[57.1 µM],-1%,10%[57.1 µM],2%,-5%,17,?,12%,-14%
CN(C)c1nc(N2CCN(c3ccc(F)cc3)CC2)c(C#N)c(=O)o1,4%,-10%,22%,18%,i,-7,29%,6%,1%
Cc1cccc(C(=O)N2CCCC(CCC(=O)N3CCN(c4ccccn4)CC3)C2)c1C (centres undefined),13%,1%,8%,9%,1%,-5,25%,13%,-7%
Cc1cccc(OCc2nc(C#N)c(N3CCCC3)o2)c1,6%[57.1 µM],-1%,8%[57.1 µM],-7%,5%,-4,?,4%,-10%
Cc1ccc(-n2nc3c(=O)n(C(C)C(=O)O)nc(C)c3c2C)cc1 (centres undefined),-8%,-1%,-8%,-11%,nt,-4,29%,nt,15%
CCCCCCC(=O)NN1CCN(C)CC1,-6%[57.1 µM],-6%,11%[57.1 µM],-10%,i,0,30%,10%,-16%
CC(=O)c1cccc(NC(=O)CCc2nnc3ccc(N4CCOCC4)nn23)c1,0%,-2%,3%,0%,-8%,-24,35%,1%,-22%
COc1ccc(C(=O)C2CC2)cc1,6%[57.1 µM],-2%,-12%[11.4 µM],4%,-2%,-3,24%,2%,-2%
CC1CCCCN1C(=O)c1ccc(NC(=O)c2ccccc2Cl)cc1 (centres undefined),-2%,-1%,13%,1%,i,-4,28%,8%,-19%
COc1ccc2c(CCNC(=O)CN3C(=O)c4ccccc4C3=O)c[nH]c2c1,0%,-4%,12%,-3%,-10%,-2,35%,15%,-14%
O=C1CC(c2ccccc2)NN1 (centres undefined),3%[57.1 µM],-3%,-7%[57.1 µM],3%,-1%,-8,26%,-19%,-11%
Cc1cc(CN2CCN(CC(=O)Nc3cc(Cl)ccc3-n3cncn3)CC2)no1,0%,-8%,6%,7%,1%,2,22%,-4%,0%
O=C(c1cc(-n2cnnc2)ccc1Cl)N1CCN(c2nc(-c3ccccc3)cs2)CC1,6%[57.1 µM],1%,14%[57.1 µM],3%,-6%,-2,?,4%,0%
Cc1ccc(N(CC(=O)NCC2CCCO2)C(=O)CCC(=O)Nc2ccccn2)cc1C (centres undefined),16%[57.1 µM],-5%,15%[57.1 µM],5%,2%,1,-10%,3%,-18%
O=C(N/C(=C\c1ccccc1)C(=O)N1CCCCC1)c1ccc(Br)o1,1%,-5%,21%,2%,-3%,-3,28%,-18%,-15%

# A draw from above in order of SMILES length, lowest first:
SMILES,TrxR1 substrate,Pin1 inhibitor,TrxR1 inh,GLS inhibitor,PGK inhibitor,PI4K2A inh,HP1b binding inh,IDH1 R132H inh,USP1 inh
O=C1CC(c2ccccc2)NN1 (centres undefined),3%[57.1 µM],-3%,-7%[57.1 µM],3%,-1%,-8,26%,-19%,-11%
Cc1cccc(OCC(=O)N(C)CCc2ccccn2)c1,-8%[57.1 µM],-1%,10%[57.1 µM],2%,-5%,17,?,12%,-14%
Cc1cccc(OCc2nc(C#N)c(N3CCCC3)o2)c1,6%[57.1 µM],-1%,8%[57.1 µM],-7%,5%,-4,?,4%,-10%
CC1CCCCN1C(=O)c1ccc(NC(=O)c2ccccc2Cl)cc1 (centres undefined),-2%,-1%,13%,1%,i,-4,28%,8%,-19%
COC(=O)c1[nH]c2c(c1C)C(=O)CC(c1cccc(OC)c1)C2 (centres undefined),9%,14%,28%[57.1 µM],6%,i,2,-14%,5%,-3%
CN(C)c1nc(N2CCN(c3ccc(F)cc3)CC2)c(C#N)c(=O)o1,4%,-10%,22%,18%,i,-7,29%,6%,1%
COc1ccc2c(CCNC(=O)CN3C(=O)c4ccccc4C3=O)c[nH]c2c1,0%,-4%,12%,-3%,-10%,-2,35%,15%,-14%
Cc1ccc(N(CC(=O)NCC2CCCO2)C(=O)CCC(=O)Nc2ccccn2)cc1C (centres undefined),16%[57.1 µM],-5%,15%[57.1 µM],5%,2%,1,-10%,3%,-18%
Cc1cccc(C(=O)N2CCCC(CCC(=O)N3CCN(c4ccccn4)CC3)C2)c1C (centres undefined),13%,1%,8%,9%,1%,-5,25%,13%,-7%
O=C(c1cc(-n2cnnc2)ccc1Cl)N1CCN(c2nc(-c3ccccc3)cs2)CC1,6%[57.1 µM],1%,14%[57.1 µM],3%,-6%,-2,?,4%,0%

# (further entries)
SMILES,TrxR1 substrate,Pin1 inhibitor,TrxR1 inh,GLS inhibitor,PGK inhibitor,PI4K2A inh,HP1b binding inh,IDH1 R132H inh,USP1 inh
Cc1cccc(NC(=O)Cn2c(=O)c3cccn3c3ccccc32)c1C,6%,12%,20%,1%,-6%,1,48%[activator],0%,3%
O=C(O)C1C=Cc2ccccc2N1C(=O)c1ccccc1 (centres undefined) (tested in a mixture with another compound),4%[57.1 µM],-8%,-2%[11.4 µM],10%,2%,2,28%,-1%,-1%
COc1ccc(CCNc2nc3c(c(=O)n(C)c(=O)n3C)n2Cc2ccc(F)cc2)cc1OC,0%,-2%,24%,14%,8%,-6,16%,-5%,-21%
O=C(O)CC(C(=O)NCc1ccccc1)C1CCCO1 (centres undefined),0%,0%,-11%,0%,-12%,0,10%,-3%,-4%
COc1ccccc1CNC(=O)COC(=O)c1ccncc1,-8%,4%,-11%,-9%,-9%,2,41%[activator],3%,-6%
Cn1c(CO)cnc1SCc1ccccc1,-7%,0%,-4%,12%,1%,-14,26%,4%,-19%
Nc1ccc2nc(-c3ccc(O)cc3)sc2c1,464%[activator],9%,32%,-27%,-26%,?,31%,-9%,-17%
COC(=O)C1=C(C)N=c2s/c(=C/c3ccoc3)c(=O)n2C1c1ccccc1 (centres undefined),-11%,?,?,2%,-4%,-14,?,7%,?
CN1CCN(C(=O)C2=C[C@@H](c3ccccc3)C[C@@H](OCCCCO)O2)CC1,11%[57.1 µM],-9%,2%[57.1 µM],5%,0%,4,23%,-5%,-6%
COc1cc(C2c3cc4c(cc3C3OC(=O)C2C3CO)OCO4)cc(OC)c1OC (centres undefined),nt,nt,nt,3%,-10%,-7,nt,5%,-13%
CCN(c1ccc(OC)cc1)S(=O)(=O)c1nnc(NC(=O)c2ccc(C)cc2)s1,-7%,2%,14%,-15%,-5%,0,20%,28%,-18%
COc1cccc(C(=O)OCC(=O)NCC2CCCO2)c1 (centres undefined),6%[11.4 µM],-4%,18%[11.4 µM],0%,-6%,7,23%,2%,-12%
CC(NC(=O)c1ccccc1NS(=O)(=O)c1ccc(CCC(=O)O)cc1)c1ccccc1 (centres undefined),41%[activator],-4%,-2%,3%,i,8,20%,11%,-1%
Cn1c(SCc2ccccn2)nnc1-c1cnccn1,4%,-2%,13%,?,5%,1,33%,5%,-11%
O=C(CN1C(=O)NC(Cc2ccccc2)C1=O)Nc1ccc(F)cc1 (centres undefined),2%,0%,14%,1%,2%,-4,22%,-3%,-3%
Cc1ccc(S(=O)(=O)NCCC(=O)NCCSc2ccc(Br)cc2)cc1,-1%,-4%,13%,3%,i,-3,55%[activator],2%,-21%
Cc1ccc(N/N=C(\Cc2nc3ccccc3[nH]2)c2ccccc2)cc1,-3%,0%,79µM*,5%,-3%,0,?,4%,-15%

# High-throughput results deposited in PubChem by National Center for Advancing Translational Sciences (NCATS).
